# High-throughput results deposited in PubChem by National Center for Advancing Translational Sciences (NCATS).
# ALOX12 inh: inhibitors of human 12S-lipoxygenase ALOX12; P18054; purified 12hLO, xylenol orange hydroperoxide absorbance; Potency, µM (highest dose often 108 µM), without a hit: top-dose activity change, negative = inhibition, usual class: inhibitors; 580,000 compounds, 1.1% hits; active = well fitted inhibition curve with a large enough effect; inconclusive = small, poorly fitted or top-dose-only effect, or another doubt; inactive = no such curve, though single readings can be large or run the other way
# Target sequence (P18054 whole entry, looked up): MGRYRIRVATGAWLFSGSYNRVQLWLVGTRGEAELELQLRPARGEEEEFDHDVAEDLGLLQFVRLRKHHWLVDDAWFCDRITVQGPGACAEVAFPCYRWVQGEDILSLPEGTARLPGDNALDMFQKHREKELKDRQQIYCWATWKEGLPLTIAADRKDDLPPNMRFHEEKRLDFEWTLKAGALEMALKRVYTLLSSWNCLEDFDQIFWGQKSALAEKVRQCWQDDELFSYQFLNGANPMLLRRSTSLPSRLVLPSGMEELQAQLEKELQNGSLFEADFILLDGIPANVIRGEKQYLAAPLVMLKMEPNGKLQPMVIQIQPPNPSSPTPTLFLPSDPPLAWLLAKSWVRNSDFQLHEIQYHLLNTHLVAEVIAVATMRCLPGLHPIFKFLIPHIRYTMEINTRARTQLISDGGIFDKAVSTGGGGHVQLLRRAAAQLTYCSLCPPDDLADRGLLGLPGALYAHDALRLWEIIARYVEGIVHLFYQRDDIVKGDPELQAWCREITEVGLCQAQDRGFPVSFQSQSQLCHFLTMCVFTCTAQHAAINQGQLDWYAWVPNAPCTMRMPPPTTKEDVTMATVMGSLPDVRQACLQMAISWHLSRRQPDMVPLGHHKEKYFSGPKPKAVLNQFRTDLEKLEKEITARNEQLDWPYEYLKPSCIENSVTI
#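 Hydroperoxide product was detected by ferrous iron/xylenol orange as the 573 to 405 nm absorbance ratio. Arachidonic acid at 40 uM (final) was turned over for 30 min at room temperature by 150 nM human 12hLO, pH 7.0 Hepes buffer, after 15 min compound preincubation.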
# * hit, by the source's call; ? = inconclusive; [ ] = remark or other dose. % is scaled to controls: 0 for no effect and ±100 for the full control effect; potency is read from the fitted curve at half-maximal effect. An excerpt; count on the stated rates, not on these rows.
ALOX12 inh	smiles
-15.3%	N#Cc1cccc(C(=O)Nc2ccc([C@@H](O)[C@H]3COCC(=O)N3Cc3ccc(F)cc3)cc2)c1
1.7%[6.33 µM]	O=C(c1ccccc1)N1Cc2ccccc2CC2(CCCN2Cc2ccncc2)C1 (centres undefined)
40.4%[activator]	O=C(CCc1ccc2c(c1)CN(C(=O)CN1CCCC1=O)CCO2)NCC1CC1
28.9%	COCc1ncc2c(n1)CCCN(CC(=O)NCc1cccc(F)c1)C2=O
6.7%[6.33 µM]	COc1ccc(C(=O)N2CCC3(C2)C(=NC2CCCC2)NC(=O)N3c2cc(F)cc(F)c2)cc1 (centres undefined)
30.0%	O=C(C1CC1)N1CCN(C(=O)N2CC3CC(C2)[C@H]2CCCC(=O)N2C3)CC1 (some centres undefined)
37.3%[activator][176 µM]	CCN(CC)C(=O)[C@@H]1CCC[C@@H](NC(=O)c2cc(C)on2)CN(C)C(=O)C1
35.9%[activator]	O=C([C@@H]1C[C@H](F)CN1S(=O)(=O)c1cccc(Br)c1)N1CCCCC1
14.5%	CCOc1ccc(C(=O)N2CCCN(S(C)(=O)=O)c3ccccc32)cc1OCC
6.0%[6.33 µM]	COc1ccc(OC2CN(Cc3cccc4ccccc34)C2)cc1
36.4%[activator]	CCn1c(C)cc(C)c(C(=O)NCC2CCN(c3cnn(C)c(=O)c3)C2)c1=O (centres undefined)
-16.9%	COc1cc(NC(=O)CN2C(=O)NC3(CCS(=O)(=O)CC3)C2=O)cc(OC)c1
8.1%	CN1c2cc(C(=O)Nc3cccc(C(F)(F)F)c3)ccc2C(=O)N2CCCCC21 (centres undefined)
-0.9%	Cc1nc2c(c(-c3ccc(Cl)cc3)n1)CCN(C(=O)Cc1ccc(F)cc1)CC2
63.9%[activator]	O=C(NC1CCCN(c2cc(-c3ccccc3)[nH]n2)C1)c1ccc2nc[nH]c2c1 (centres undefined)
24.6%[176 µM]	CN(C)CCNC(=O)c1ccnc(-c2nnc3ccc(Nc4ccccc4)nn23)c1
21.3%[176 µM]	Cc1ccc2c(c1)nc1n2[C@@H](CNC(=O)c2cccnc2)COC1
-13.2%	Cc1ccccc1C(=O)NC(C)c1nnc2n1CCN(Cc1ccnc3ccccc13)CC2 (centres undefined)
0.2%[6.33 µM]	NCC(=O)NC1CC2(CCN(C(=O)Cc3ccc(O)cc3)CC2)c2ccccc21 (centres undefined)
18.9%	NS(=O)(=O)c1ccc(F)c(C(=O)NCc2ccc3nonc3c2)c1
30.4%[activator]	Cc1noc([C@@H]2CN(S(=O)(=O)c3c(C)noc3C)C[C@H]2C(N)=O)n1
15.8µM*	CCOC(=O)C1(Cc2ccccc2C(F)(F)F)CCN(Cc2ccccn2)CC1
-56.7%	CC(C)(CC(=O)O)CC(=O)N1C[C@@H]2C[C@H](C1)c1ccc(-c3cc4ccccc4s3)c(=O)n1C2
0.8%	COc1ccc(C(=O)N2CCC3(CC2)N=C(c2ccc(C)cc2)NO3)cc1

# Among those listed so far, these have fluorine:
ALOX12 inh	smiles
-15.3%	N#Cc1cccc(C(=O)Nc2ccc([C@@H](O)[C@H]3COCC(=O)N3Cc3ccc(F)cc3)cc2)c1
28.9%	COCc1ncc2c(n1)CCCN(CC(=O)NCc1cccc(F)c1)C2=O
6.7%[6.33 µM]	COc1ccc(C(=O)N2CCC3(C2)C(=NC2CCCC2)NC(=O)N3c2cc(F)cc(F)c2)cc1 (centres undefined)
35.9%[activator]	O=C([C@@H]1C[C@H](F)CN1S(=O)(=O)c1cccc(Br)c1)N1CCCCC1
8.1%	CN1c2cc(C(=O)Nc3cccc(C(F)(F)F)c3)ccc2C(=O)N2CCCCC21 (centres undefined)
-0.9%	Cc1nc2c(c(-c3ccc(Cl)cc3)n1)CCN(C(=O)Cc1ccc(F)cc1)CC2
18.9%	NS(=O)(=O)c1ccc(F)c(C(=O)NCc2ccc3nonc3c2)c1
15.8µM*	CCOC(=O)C1(Cc2ccccc2C(F)(F)F)CCN(Cc2ccccn2)CC1

# Next entries.
ALOX12 inh	smiles
20.3%	CCC(C)NC(=O)N1CC(n2cc(C(=O)NCc3ccncc3)nn2)C1 (centres undefined)
5.0%	CN1CCCN(C(=O)C2CCC2)c2ccccc21
12.6%	Cc1noc(C)c1CCC(=O)N1C[C@@H](CO)[C@H](c2ccccn2)C1
14.3%	CCC(=O)N1CCC(c2nc(C3CCOCC3)no2)C1 (centres undefined)
56.1%	COC(=O)[C@@H]1Cc2c([nH]c3ccccc23)[C@H]2C[C@@H](NCCNC(C)=O)C[C@@H](c3ccc(C(F)(F)F)cc3)N21
22.8%	COCC(=O)Nc1ccc2c(c1)CN(CCc1ccccc1)C(=O)C(C)O2 (centres undefined)
-0.1%	Cc1nc(C)c(C(=O)NCC23CCCC=C2NC(=O)CC3)s1 (centres undefined)
20.1%	CN(C)c1ccc(C(=O)N2CCN(C(=O)C3CCCCC3)[C@H](C(=O)N[C@@H](CC3CCCCC3)C(N)=O)C2)cc1
?	O=C(NCc1cccc(Cl)c1)c1cnc2c(c1)N(C(=O)Cc1ccc(O)cc1)CCC2
9.0%	O=C(NC1CC1)C1COC2(CCN(C(=O)c3cccc(Cl)c3)CC2)N1C(=O)c1ccc(F)cc1 (centres undefined)
1.3%[6.33 µM]	Cn1ncc2c(C(=O)NCc3cccnc3)cc(-c3ccc([S+](C)(=O)[O-])cc3)nc21
?	CCCN1CCC2(Cc3ccccc3CN(C(=O)CCCC(=O)O)C2)C1 (centres undefined)

# 4 compounds already listed, sorted by the number in ALOX12 inh, largest number first:
ALOX12 inh	smiles
28.9%	COCc1ncc2c(n1)CCCN(CC(=O)NCc1cccc(F)c1)C2=O
5.0%	CN1CCCN(C(=O)C2CCC2)c2ccccc21
-0.1%	Cc1nc(C)c(C(=O)NCC23CCCC=C2NC(=O)CC3)s1 (centres undefined)
-16.9%	COc1cc(NC(=O)CN2C(=O)NC3(CCS(=O)(=O)CC3)C2=O)cc(OC)c1

# Further entries:
ALOX12 inh	smiles
?	CCOC(=O)C[C@@H]1C[C@@H](C(C)C)[C@H](CNS(=O)(=O)c2ccc(NC(C)=O)cc2)C=C1C
35.9%[activator]	CN(CC1CCOC1)S(=O)(=O)c1ccccc1 (centres undefined)
1.2%	COc1ccc2[nH]c3c(c2c1)CCNC31CCN(C(=O)c2cnccn2)CC1
5.4%[176 µM]	Cc1nnn2c(C(=O)Nc3ccc(F)cc3)cccc12
9.9%	CCOC(=O)N1CCN(C(=O)c2cccc(CC3CCNCC3)c2)CC1
53.2%[activator]	CC[C@@]1(O)CCN(C(=O)CCc2nc(-c3ccncc3)no2)C[C@H]1O
?	C[C@@H]1CN(c2ccc(N3CCNC[C@H]3C)cc2C#N)C[C@H](C)O1
26.5%	CS(=O)(=O)c1cnc(NCCn2ccnc2)nc1C1CCCNC1 (centres undefined)
11.6%	O=C(O)c1ccc(CN2CC[C@@H](c3ccc4ccccc4c3)[C@H](O)C2)cc1
-13.5%[22.9 µM]	Cc1cccc(N(C)C(=S)Oc2ccc3c(c2)C2CCC3C2)c1 (centres undefined)
40.4%	COc1ccccc1OCCNC(=O)CCC1CCN(C(=O)c2ccccc2F)CC1
55.6%[activator]	O=C1CC(c2ccccc2)N(C(=O)C2CC2)CCCN(C(=O)c2ccncc2)CCN1 (centres undefined)
-5.7%	O=C(c1ccc(N2CC3CC(C2)[C@H]2CCCC(=O)N2C3)nc1)N1CCCC1 (some centres undefined)
?	Cc1cc(C)c(CNC(=O)c2cc(-c3ccccc3F)cc3c2OCCN3C(C)C)c(=O)[nH]1
-1.4%[6.33 µM]	COCCNC(=O)c1cc(C2CC2)nc2c1c(C1CCCNC1)nn2C (centres undefined)
67.0%[activator]	O=C(Nc1cccc(-c2nnc3n2CCCC3)c1)C1CCC1
-5.3%	c1cnc(-c2nc(CNc3ncncn3)cs2)cn1
29.6%	Cc1oc(-c2cccc(C(F)(F)F)c2)nc1CN1CCN(C)C(CCO)C1 (centres undefined)
53.1%[activator]	COc1ccccc1NC(=O)c1cc2c(n1C)CCN(Cc1cccc(C)c1)C2
3.6%[176 µM]	Cc1ccc(CN2C[C@H]3CN(C(=O)c4ccc5c(c4)OCO5)CCN3C2=O)cc1
97.1%[activator]	COc1ccc(C(=O)N2CCN(Cc3ccccc3)CC(O)C2)c(OC)n1 (centres undefined)
?	Cc1ccc(Cn2c(C3CCN(C(=O)c4ccc(C)c(C)c4)CC3)n[nH]c2=O)cc1
?	O=C1NCN(Cc2ccc(Cl)cc2)C12CCN(Cc1cccc(C(F)(F)F)c1)CC2
?	CC(C)(C)c1ccc(C#C[C@@H]2C=C[C@@H](O)[C@@H](COC(=O)NCc3ccccc3)O2)cc1
-3.4%[176 µM]	CCOCC1(C)COc2ccc(C(=O)NCCc3ccccc3)cc2N1 (centres undefined)
50.3%[activator]	COc1ccc(-n2nc(C)c(CCC(=O)N3CCOCC3)c2Oc2ccccc2F)cc1
?	CCCc1noc(-c2ccn3c(CNC(=O)c4ccc(OC)cc4)nnc3c2)n1
?	Cc1cccc(S(=O)(=O)N2CCCC(Cn3c(C4CC4)nc4cccnc43)C2)c1 (centres undefined)
-1.4%	Cc1noc(-c2cn(C3CCCN(C(=O)c4ccc(F)c(Cl)c4)C3)nn2)n1 (centres undefined)
32.9%[activator]	Cc1ccncc1C(=O)N1CCC(N2CC(OCC3CC3)C23CCCCC3)CC1 (centres undefined)
42.4%[activator]	Cc1ccc(F)c(OC2(C(=O)O)CCN(S(=O)(=O)c3cnn(C)c3)CC2)c1
3.9%	COc1ccc(CNC(=O)[C@H]2O[C@H](CCN3CCN(c4ccccn4)CC3)CC[C@@H]2O)cc1
-5.8%	CSc1ccc(CNC(=O)c2cc3c(s2)CCN(C(=O)c2ccccc2)C3)cc1
9.7%	CC1CCC2(CC1)OCC(C(=O)NCC1CCCO1)N2C(=O)c1ccc(Cl)c(Cl)c1 (centres undefined)
-4.8%	COc1cccc(CCN2CC[C@H]3CN(C(=O)COc4ccccc4)CC[C@H]3CC2=O)c1OC
10.1%	N#Cc1ccc(C(=O)N2CCCCCCNC(=O)[C@@H]3C[C@@H](c4nc(-c5cnccn5)no4)C[C@@H]32)cc1
30.9%[activator]	COC1CCOC2(CCN(C(=O)c3ccsc3)CC2)C1 (centres undefined)
104.0%[activator]	Cc1n[nH]c(C)c1Cc1ccc(C(=O)NCC2Cn3cccc3CN2C)o1 (centres undefined)
14.1%	Fc1cccc(-c2noc(-c3nc(-c4ccc5c(c4)OCO5)no3)n2)c1
35.6%	COc1ccc(CNC(=O)c2c(C)noc2-c2ccc(OC(F)(F)F)cc2)cc1
-11.4%	O=C(CCC1CCN(S(=O)(=O)c2ccccc2)CC1)NCC1CCCCC1
-36.4%[176 µM]	COc1ccc(CN2CCN3C(=O)N(Cc4ccc(OC)cc4)C[C@H]3C2)cc1
?	Cc1ccc(S(=O)(=O)NC[C@H]2OC[C@@H](NCC(C)(C)C)[C@@H]2O)cc1
36.4%[activator]	Cc1cc(C(=O)N2CCCC2c2nc(CCOCC3CCCC3)no2)nn1C (centres undefined)
1.6%	CC(C)c1ccc(-n2cc(CN3CCCC4(C3)CN(C)C(=O)O4)cn2)cc1 (centres undefined)
15.2%	Cc1nn(CC(=O)NCCN2CCOC2=O)c(=O)n1CCc1ccccc1
?	CSCc1ccc(C(=O)N2CCN(c3ccc(C)cc3)C(=O)C2)o1
-0.8%	COCCNc1nc(C)nc2c1CCN(Cc1ccccc1C#N)CC2
10.6%	Cn1ccnc1C(=O)NCC1CCCCC(=O)N1 (centres undefined)
51.9%[activator]	Cn1c(Cn2ccnc2)nnc1C1CCCN(CCOCc2ccccc2)C1 (centres undefined)
-1.6%	COc1ccc2[nH]c3c(c2c1)CCNC31CCN(C(=O)NC(C)(C)C)CC1
34.1%	CCOCCOC1CCN(C(=O)Nc2cccc(F)c2)CC1
-2.3%[176 µM]	COc1ccc(NC(=O)c2ccc3c(c2)OCC(=O)N(C)C3)c(F)c1
94.9%[activator][176 µM]	CC(=O)Nc1cccc(-c2cc3c(ccn3C)c(C(=O)NCCc3cnc[nH]3)n2)c1
36.5%[activator]	O=C(N[C@@H]1CN(Cc2c(F)cccc2F)C[C@H]1CO)c1ccccc1
-12.7%	CCC1Oc2ccc(NC(=O)c3cccc(OC)c3)cc2CN(Cc2ccccc2)C1=O (centres undefined)
-18.0%[176 µM]	Cc1noc2c(-c3cccc(CO)c3)cc(-c3ccccc3)nc12
13.3%	COCc1cc(=O)n(CC(=O)Nc2ccc(C)c(Cl)c2)c(N2CCOCC2)n1
81.8%[activator][176 µM]	O=C1CCCN1CCCN1C(=O)[C@@H]2C[C@@H](O)CN2C2(CN(CC3CC3)C2)C1=O
60.7%[activator][176 µM]	CS(=O)(=O)NC[C@H]1O[C@@H](CC(=O)N2CCN(c3ccccn3)CC2)[C@H](O)[C@@H]1O

# (next part)
ALOX12 inh	smiles
40.5%[activator][176 µM]	CC1=C[C@@H](CN2CCOCC2)[C@H](C(C)C)C[C@H]1Cc1nnc(-c2ccccc2F)o1
14.4%	Cn1c(CNC(=O)CC[C@H]2NC(=O)c3ccccc3NC2=O)nc2ccccc21
42.9%[activator]	O=C1CCCN1Cc1noc(-c2ccccc2)n1
4.7%	O=C(Cn1nc2n(c1=O)CCCCC2)Nc1ccc(Br)cc1
43.6%[activator]	O=C(NC1CCN(C(=O)N2CC3CC(C2)[C@H]2CCCC(=O)N2C3)CC1)c1ccsc1 (some centres undefined)
7.9%[6.33 µM]	COc1ccc(OC2CN(C(=O)c3ccc4c(c3)OCO4)C2)cc1
17.5%	COc1ccc(C(=O)N2CCC[C@H]2c2nc(-c3ccc(C)cc3)no2)cn1
13.2%	O=[S+]1([O-])NCC2(CCN(Cc3cccc4ccccc34)CC2)Nc2ccccc21
?	CN1CC(=O)N(C2CCNCC2)Cc2c(NCCO)ncnc21
38.1%	O=C(NC1C[C@H]2CC[C@@H](C1)N2C(=O)CCCc1ccccc1)c1ccc(F)cc1 (some centres undefined)
-2.5%	O=C(N[C@H](C(=O)N1CCC[C@H]1C(=O)NCc1ccccc1)C1CCCCC1)c1ccccc1
26.0%	Nc1nc(C2CC(O)C2)cc(N2CCC(O)(Cn3ccnc3)CC2)n1 (centres undefined)
